MCF10A rerep – induces DNA re-replication in MCF 10a normal breast cells | MCF 10A DNA re-replication, Hoechst nuclear intensity, 48 h | Potency, µM (doses to about 46.1 µM), for the others: at the highest dose activity, positive = re-replication, hits mostly activators | 350,000 compounds, 2.9% hits; also: % of control where 0% means no effect; nearly all actives have a fitted effect of over 50% in size
TGFb inhibitor – blocks TGF-b signaling | HepG2 CAGA-GFP TGF-b/SMAD3 reporter, GFP fluorescence, 18 h; TGF-beta stimulated, 500 pg/mL final | Potency, µM (highest dose often 46.1 µM), inactives show at the top dose activity, negative = inhibition, actives largely listed as inhibitors | 410,000 compounds, 1.2% hits; also: % is scaled to controls: 0 for no effect and ±100 for the full control effect; nearly all actives have a fitted effect of over 65% in size
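TGF-beta reporter screen: HEPG2 CAGA-GFP, 1% FBS, 500 pg/mL TGF-beta final, 18 h; per-cell GFP summed per well; curves fitted and categorized by class.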
S2 tox – cell viability loss in ATXN counter-screen. S2 cells (HEK-293 line with an ATXN2-luciferase reporter) viability, CellTiter-Fluor protease fluorescence, 24 h. Potency, µM (series often up to 56.7 µM), actives largely listed as cytotoxic. 400,000 compounds, 0.49% hits; also: nearly all actives have a fitted effect of over 40% in size
ATXN2 expr inh – reduces ATXN2 reporter expression in HEK-293 cells; AID 1745845; Potency, µM (highest dose often 57 µM), without a hit: at the top dose activity change, negative = inhibition, most hits filed as inhibitors; HEK-293 ATXN2-luciferase reporter, luminescence, 24 h; 360,000 compounds, 0.72% hits; also: % is scaled to controls: 0 for no effect and ±100 for the full control effect; nearly all actives have a fitted effect of over 55% in size
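ATXN2-luciferase reporter cells (luciferase flanked by upstream and downstream ATXN2 gene portions) were treated 24 h at 37 °C with compounds at up to 57 uM. SteadyGlo luminescence gave expression; GF-AFC fluorescence gave viability.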
HepG2 viability – HepG2 cytotoxicity, counter-screen for TGF-b inhibitors; HepG2 CAGA-GFP viability, ATP luminescence, 18 h; Potency, µM (highest dose often 46.1 µM), without a hit: top-dose activity change, negative = cytotoxicity, actives largely listed as cytotoxic; AID 588856; 410,000 compounds, 0.76% hits; also: some results filed as inactive show a strong effect at the top dose
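CellTiter-Glo luminescence gave cytotoxicity after 18 hours at 37 degrees C. The cells were HepG2 CAGA-GFP in 1% FBS DMEM, stimulated with 500 pg/mL TGF-beta after compound addition. %Activity was normalised to no-cell wells (complete cell-killing) and DMSO (no toxicity), and curves were fitted and classified.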
A549 viability – counter-screen for Nrf2 inhibitors: cytotoxicity in A549 cells. AID 504648. 390,000 compounds, 0.16% hits. Potency, µM (doses to about 46 µM), for inactives: at the highest dose activity change, negative = cytotoxicity, most hits filed as inhibitors. A549 ARE-Fluc cells, CellTiter-Fluor viability, 18-24 h; also: % is scaled to controls: 0 for no effect and ±100 for the full control effect
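A549 ARE_Fluc cells in 5% FBS OPTI-MEM were exposed to compounds in concentration-response for 18-24 h at 37 deg C. Viability was read by CellTiter-Fluor fluorescence (Ex 405/Em 525) after 30 min, before the luciferase read.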
Nrf2 ARE act – activates Nrf2 signaling; AREc32 ARE-luciferase reporter (MCF7-derived line), luminescence, 24 h; Potency, µM (doses to about 46.1 µM), without a hit: top-dose activation, most hits filed as activators; 410,000 compounds, 0.31% hits; AID 624171; also: % of control where 0% means no effect; nearly all actives have a fitted effect of over 65% in size
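ARE activation measured as luciferase luminescence (Steady-Glo, 30 min RT) in AREc32_Fluc cells after 24 hr compound exposure at 37 deg C, 5% CO2; cells seeded overnight at 1000/well in OPTI-MEM, 5% FBS.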
EPAC2 antagonist – antagonists of human EPAC2 | Q8WZA2 | EPAC2 GEF exchange of Rap1B-BODIPY-GDP, fluorescence | Potency, µM (titrated, usually from 114 µM), inactives show top-dose activity, negative = inhibition, usual class: inhibitors | 360,000 compounds, 0.18% hits; also: % is scaled to controls: 0 for no effect and ±100 for the full control effect; nearly all actives have a fitted effect of over 45% in size; many of its hits are not listed in these tables
Target sequence (Q8WZA2 whole entry, looked up): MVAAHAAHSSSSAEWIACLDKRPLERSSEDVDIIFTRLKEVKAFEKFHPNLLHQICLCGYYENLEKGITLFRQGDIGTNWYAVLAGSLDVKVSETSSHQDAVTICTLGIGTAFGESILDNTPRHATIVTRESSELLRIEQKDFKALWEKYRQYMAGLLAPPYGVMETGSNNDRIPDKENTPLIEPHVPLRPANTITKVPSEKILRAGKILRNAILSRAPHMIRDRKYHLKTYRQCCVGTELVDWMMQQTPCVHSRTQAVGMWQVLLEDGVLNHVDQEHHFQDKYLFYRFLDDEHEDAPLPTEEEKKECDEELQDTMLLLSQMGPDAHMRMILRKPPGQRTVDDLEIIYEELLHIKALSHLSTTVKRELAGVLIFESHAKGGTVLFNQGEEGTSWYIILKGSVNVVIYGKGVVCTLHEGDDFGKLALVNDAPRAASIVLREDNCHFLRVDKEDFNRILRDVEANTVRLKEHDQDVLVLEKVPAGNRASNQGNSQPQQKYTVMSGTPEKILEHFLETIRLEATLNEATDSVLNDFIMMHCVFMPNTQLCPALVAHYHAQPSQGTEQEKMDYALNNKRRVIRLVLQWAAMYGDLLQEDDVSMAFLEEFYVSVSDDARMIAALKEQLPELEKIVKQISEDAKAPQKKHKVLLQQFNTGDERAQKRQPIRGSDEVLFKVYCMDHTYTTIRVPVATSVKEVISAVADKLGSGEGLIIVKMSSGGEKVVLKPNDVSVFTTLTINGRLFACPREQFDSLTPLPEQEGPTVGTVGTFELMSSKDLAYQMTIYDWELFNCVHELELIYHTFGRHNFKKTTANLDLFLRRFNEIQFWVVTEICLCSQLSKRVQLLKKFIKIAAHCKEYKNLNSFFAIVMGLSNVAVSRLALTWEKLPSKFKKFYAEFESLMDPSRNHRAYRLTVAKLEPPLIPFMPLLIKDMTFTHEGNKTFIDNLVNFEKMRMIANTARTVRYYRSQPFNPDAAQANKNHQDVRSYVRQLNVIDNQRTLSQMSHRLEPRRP
Nrf2 inh – Nrf2 pathway inhibition | A549 ARE-Fluc reporter, luciferase luminescence, 18-24 h | Potency, µM (highest dose often 46 µM), inactives show at the top dose activity change, negative = inhibition, usual class: inhibitors | 360,000 compounds, 2.1% hits | AID 504444; also: % is scaled to controls: 0 for no effect and ±100 for the full control effect; nearly all actives have a fitted effect of over 60% in size
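Quantitative HTS in A549 cells stably bearing an antioxidant response element-firefly luciferase construct. Inhibition of Nrf2-driven transcription was scored by luminescence after 18-24 h of compound exposure at 37 °C.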
* hit, by the source's call; i = inactive; ? = inconclusive; . = not tested or not shown; [ ] = dose if it differs, or a comment. Calls follow the shape of the dose curve; as a rule, active = well fitted curve in the direction sought with a large enough effect; inconclusive = small, poorly fitted or top-dose-only effect, or another doubt; inactive = no such curve, though single readings can be large; an effect the other way counts as inactive or inconclusive. Potency is read from the fitted curve at half-maximal effect. Not all compounds are listed; count on the stated rates, not on these rows.

canonical_smiles	MCF10A rerep	TGFb inhibitor	S2 tox	ATXN2 expr inh	HepG2 viability	A549 viability	Nrf2 ARE act	EPAC2 antagonist	Nrf2 inh
Cc1ccc(S(=O)(=O)N2CCOCC(=O)NCCOCCNC(=O)COCC2)cc1	-3.0%	-15.4%	i	5.0%	-3.9%	-1.0%	-0.3%	2.4%	7.0%
CC(C)(C)NC(=O)c1ccc2c(c1)CCO2	0.1%	0.3%	i	.	-4.2%	-17.2%	0.7%	3.6%	-21.5%
Cc1ccc(OCCNC(=O)C(=O)NCc2ccco2)cc1	1.64µM*	1.6%	i	-35.7%	8.0%	-7.3%	0.7%	-4.3%	?
CCOC(=O)C1CCN(c2ccc([N+](=O)[O-])c(C(C)=O)c2)CC1	0.3%	-4.6%	i	-1.3%	11.8%	-12.0%	-0.3%	-11.1%	11.3%
O=Cc1cc(Cl)ccc1OCCN1CCC(Cc2ccccc2)CC1	?	?	i	-36.4%	-56.5%	-8.7%	3.3%	-2.9%	5.6%
Cc1ccc(-n2c(C)cc(C(=O)OCC(=O)N(C)C3CCS(=O)(=O)C3)c2C)cc1 (configuration not stated)	2.6%	-5.6%	i	9.5%	-20.3%	6.1%	2.6%	-3.1%	14.7%
Cc1nnc(NC(=O)CSc2nc3c([nH]c4ccccc43)c(=O)n2-c2ccccc2)s1	.	-15.2%	.	.	-27.5%	4.2%	7.0%	.	.
O=C(CCC(=O)N1CCN(S(=O)(=O)c2ccc(Cl)cc2)CC1)NC1CCCc2ccccc21 (configuration not stated)	-0.4%	-16.2%	i	-7.6%	-22.2%	-3.3%	0.6%	-1.6%	?
COc1cc(-c2noc(CCCC(=O)Nc3ccc(C(N)=O)cc3)n2)cc(OC)c1OC	0.4%	-1.7%	i	17.6%	3.7%	0.7%	3.3%	-3.2%	-23.8%
Cc1onc(-c2ccccc2)c1C(N)=O	17.7%	0.3%	i	5.3%	6.0%	0.3%	2.0%	-2.6%	7.9%
CCSc1nnc(NC(=O)CCNC(=O)c2ccccc2Cl)s1	-2.6%	-21.5%	i	0.5%	-0.7%	7.1%	1.7%	4.4%	-8.9%
CCCn1c(=O)c2sccc2n2c(CCCC(=O)N3CCN(c4ccc(OC)cc4)CC3)nnc12	.	?	.	.	-9.6%	-0.2%	2.6%	.	?
O=C(NCCN1C(=O)C2C3C=CC(C3)C2C1=O)Nc1ccccc1O (configuration not stated)	-2.1%	1.2%	i	15.7%	1.2%	-6.3%	-0.6%	0.9%	11.6%
COC(=O)c1cccnc1-n1c(=O)c2cccnc2n(CC(=O)Nc2cccc(C)c2)c1=O	.	8.2%	i	-11.3%	4.5%	0.6%	0.1%	.	2.5%[9.27 µM]
COc1cccc(Cn2nnc(C(=O)NCc3ccc(Cl)cc3Cl)c2N)c1	.	5.4%	i	0.0%	5.7%	-19.6%	0.3%	.	7.3%[9.27 µM]
CN(Cc1c(F)cccc1Cl)C(=O)c1ccc(COc2ccccc2)cc1	?	?	i	1.4%	-1.7%	9.5%	0.1%	-6.7%	-1.0%
O=C(COc1ccc(S(=O)(=O)N2CCc3ccccc32)cc1Cl)NCc1ccccn1	-8.9%	?	i	-18.6%	-7.9%	-9.6%	-0.8%	-3.3%	-8.0%
O=C(COC(=O)c1ccc[nH]c1=O)NC1CCCCC1	-11.6%	2.9%	i	10.3%	-0.7%	-7.7%	0.3%	2.2%	1.4%
COc1ccc(N2CCN(C(=O)CCc3c(C)nc4c(-c5ccccc5)c(C)nn4c3C)CC2)cc1	.	?	?	12.9%	-14.2%	-6.1%	-1.4%	.	-27.7%
O=C1COc2ccc(C(=O)CSc3ccc(Br)cc3)cc2N1	-6.8%	-24.1%	?	.	-12.5%	-2.2%	1.5%	14.9%	?
Cn1c(N)c(C(=O)CN2CCN(S(=O)(=O)c3ccccc3C#N)CC2)c(=O)n(C)c1=O	.	-15.0%	i	.	5.6%	.	-1.0%	2.1%	.
Oc1cccc(Nc2c3ccccc3nc3ccccc23)c1	?	?	.	.	-43.4%	?	8.5%	7.7%	23.1µM*
COc1ccc(NC(=O)c2cnn(-c3ccccc3)c2C)c(OC)c1	-5.0%	4.2%	i	-2.7%	-16.8%	-4.3%	-0.1%	3.3%	-3.8%
COCCNc1oc(/C=C/c2cccc(OC)c2)nc1S(=O)(=O)c1ccccc1	.	-15.7%	i	.	-20.0%	.	2.2%	-3.2%	.
CC(C)CC(=O)Nc1nnc(SCC(=O)Nc2ccc3c(c2)OCO3)s1	0.3%	21.3%	i	0.0%	3.7%	-5.5%	0.2%	-0.2%	-28.7%
Cc1cc(C)cc(N=Cc2ccc([N+](=O)[O-])s2)c1	20.6µM*	11.2µM*	?	?	-55.0%	0.6%	?	-3.5%	-5.5%
CCOC(=O)C1CC2=C(CC(C)(C)CC2=O)N(CCOC)C1=O (configuration not stated)	-19.2%	-17.9%	i	11.0%	-0.6%	1.5%	0.6%	-0.3%	1.1%
N#CC1=C(N)Oc2c(oc(CO)cc2=O)C1c1ccsc1 (configuration not stated)	-3.4%	-1.5%	i	-0.9%	4.4%	16.1%	-0.4%	6.4%	9.5%
COc1ccc(C(=O)O)cc1S(=O)(=O)Nc1ccccc1-c1ccccc1	-31.0%[inhibitor]	-0.2%	i	0.6%	0.2%	1.4%	1.5%	-3.4%	1.3%
O=C1c2cccnc2C(Nc2ccc(S(=O)(=O)N3CCCCCC3)cc2)N1Cc1ccccc1 (configuration not stated)	?	-6.4%	i	-2.5%	-10.3%	-3.4%	-0.9%	-0.4%	6.8%

Taken from above.
Result for CN(Cc1c(F)cccc1Cl)C(=O)c1ccc(COc2ccccc2)cc1 in ATXN2 expr inh: 1.4%
Result for O=C1COc2ccc(C(=O)CSc3ccc(Br)cc3)cc2N1 in EPAC2 antagonist: 14.9%

Continuation.
canonical_smiles	MCF10A rerep	TGFb inhibitor	S2 tox	ATXN2 expr inh	HepG2 viability	A549 viability	Nrf2 ARE act	EPAC2 antagonist	Nrf2 inh
CC1(C)CC(NC(=O)C(C)(C)Oc2ccc(Cl)cc2)CC(C)(C)N1	?	-0.1%	i	-4.5%	-19.9%	1.8%	0.3%	2.6%	3.1%
CCOC(=O)C1(C)CCCN1C(=O)c1ccc2ccccc2c1 (configuration not stated)	.	-9.4%	i	2.4%	-2.2%	.	0.1%	-6.1%	.
CCOC(=O)N1CCN(S(=O)(=O)N2CCCC(C(=O)NCCCN3CCCCC3CC)C2)CC1 (configuration not stated)	4.9%	20.8%	i	3.2%	8.7%	-0.2%	-0.7%	2.7%	8.3%
CC1CCc2c(sc(NC(=O)COc3ccccc3C(C)(C)C)c2C#N)C1 (configuration not stated)	.	4.2%	i	8.1%	-1.2%	2.0%	0.6%	.	-0.1%
Cc1nnc(NC2CCCCC2)[nH]c1=O	8.0%	-6.8%	i	-1.0%	0.9%	-2.9%	0.2%	7.0%	-3.1%
CC(O)C(NS(=O)(=O)c1ccc(Cl)cc1)C(=O)OCCOc1ccc(F)cc1 (configuration not stated)	.	?	i	.	-50.1%	.	-0.5%	-14.3%	.
CCCCn1c(SCC(=O)N2CCCC2)nnc1-c1ccccc1	5.5%	0.0%	i	-6.3%	-10.5%	-1.5%	-1.0%	-4.4%	0.4%
Cc1cc(C)c(Nc2cc(S(=O)(=O)O)c(N)c3c2C(=O)c2ccccc2C3=O)c(C)c1	?	?	?	-34.5%	-27.1%	-29.1%	-1.5%	?	?
CCOc1ccccc1C1CC(=O)NC(C)=C1C(=O)OC1CCCCCC1 (configuration not stated)	.	?	i	-2.8%	15.8µM*	5.2%	2.8%	.	?
CC=C1OC(n2cnc3c(N)ncnc32)C(O)C1O (configuration not stated)	.	5.7%	i	5.1%	-8.3%	.	0.4%	2.5%	.
O=C1Cc2cc(S(=O)(=O)Nc3ccccc3Cl)cc3c2N1CCC3	0.7%	3.0%	i	6.2%	0.4%	-2.7%	-0.2%	-0.6%	-13.1%
CCN(CC)c1ncnc2c1ncn2[C@H]1CN(Cc2ccc(Cl)cc2)C[C@@H](CO)O1	.	-16.3%	i	-20.2%	-31.5%	.	5.6%	0.8%	.
CN(C)c1ccc(C(=O)NCC(c2cccs2)N2CCOCC2)cc1 (configuration not stated)	3.5%	-4.4%	?	.	-18.8%	0.0%	-0.1%	0.2%	-23.1%
O=C(Nc1ccccc1Cl)c1cc(C2CCCN(C(=O)OCCF)C2)on1 (configuration not stated)	.	27.4%	i	15.1%	4.1%	.	-1.2%[9.22 µM]	-13.5%	.

Compound profiles (already shown). Screens in order: MCF10A rerep | TGFb inhibitor | S2 tox | ATXN2 expr inh | HepG2 viability | A549 viability | Nrf2 ARE act | EPAC2 antagonist | Nrf2 inh
CCOc1ccccc1C1CC(=O)NC(C)=C1C(=O)OC1CCCCCC1 (configuration not stated) is listed with . | ? | i | -2.8% | 15.8µM* | 5.2% | 2.8% | . | ?
CCOC(=O)C1(C)CCCN1C(=O)c1ccc2ccccc2c1 (configuration not stated) is listed with . | -9.4% | i | 2.4% | -2.2% | . | 0.1% | -6.1% | .

Records listed above marked active in Nrf2 inh.
Compound	TGFb inhibitor	EPAC2 antagonist	Nrf2 inh
Oc1cccc(Nc2c3ccccc3nc3ccccc23)c1	?	7.7%	23.1µM*

Copied from the listing for reference:
canonical_smiles	MCF10A rerep	TGFb inhibitor	S2 tox	ATXN2 expr inh	HepG2 viability	A549 viability	Nrf2 ARE act	EPAC2 antagonist	Nrf2 inh
Oc1cccc(Nc2c3ccccc3nc3ccccc23)c1	?	?	.	.	-43.4%	?	8.5%	7.7%	23.1µM*
COc1ccc(NC(=O)c2cnn(-c3ccccc3)c2C)c(OC)c1	-5.0%	4.2%	i	-2.7%	-16.8%	-4.3%	-0.1%	3.3%	-3.8%
COCCNc1oc(/C=C/c2cccc(OC)c2)nc1S(=O)(=O)c1ccccc1	.	-15.7%	i	.	-20.0%	.	2.2%	-3.2%	.

Compound activity from PubChem BioAssay.
